Screening data (PubChem BioAssay)
HCT116 bCat-KO = primary screen for growth suppressors in beta-catenin knockout HCT116 cells (colon tumor, human). HCT116 beta-catenin knockout viability, CellTiter-Glo, 60 h; active compounds read low. viability, % at 10 µM. 1.5% of 140,000 active. AID 818, 2007;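 active means viability at or under a set limit, the compound median less 4 SD, cut at about 6% in these data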;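 further: 0% = Hyamine 1622 control at 20 µM and 100% = untreated cell control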
PTEN del growth = growth suppression of PTEN-null HCT116, primary screen, cell-based, CellTiter-Glo. AID 827, 2007. HCT116 PTEN-null viability, 60 h; active compounds read low. 1.2% of 140,000 active. viability, % at 10 µM;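 active means viability at or below a set limit, 4 SD under the median of all tested compounds, cut at about 3.7% in these data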;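 further: PTEN knockout HCT116 line with beta catenin targeted HCT116 as companion control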
Measles CPE = compounds protecting cells from measles virus cytopathic effect, primary screen, measles RdRp inhibitor project, single point, MLSMR library, absorbance. Measles virus-infected cells, CPE protection. protection (pct of control), % at 4 µM. 1.5% of 140,000 active. AID 841, 2007; in the data active means protection mostly above about 24%, no sharp cut-off; inactive means mostly below about 26%; further: some compounds called inactive have numbers as strong as hits
NPY-Y2 antag = NPY-Y2 receptor antagonists, primary screen, cell-based | NPY-Y2 expressing cells, antagonist mode | inhibition, % at 2.7 µM | 0.99% of 140,000 active | AID 793, 2007 | Neuropeptide Y receptor type 2 (Homo sapiens), P49146; in the data active means inhibition above about 17%;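 further: 0% = vehicle with agonist challenge and 100% = reference antagonist with challenge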
Target sequence (P49146 whole entry, looked up): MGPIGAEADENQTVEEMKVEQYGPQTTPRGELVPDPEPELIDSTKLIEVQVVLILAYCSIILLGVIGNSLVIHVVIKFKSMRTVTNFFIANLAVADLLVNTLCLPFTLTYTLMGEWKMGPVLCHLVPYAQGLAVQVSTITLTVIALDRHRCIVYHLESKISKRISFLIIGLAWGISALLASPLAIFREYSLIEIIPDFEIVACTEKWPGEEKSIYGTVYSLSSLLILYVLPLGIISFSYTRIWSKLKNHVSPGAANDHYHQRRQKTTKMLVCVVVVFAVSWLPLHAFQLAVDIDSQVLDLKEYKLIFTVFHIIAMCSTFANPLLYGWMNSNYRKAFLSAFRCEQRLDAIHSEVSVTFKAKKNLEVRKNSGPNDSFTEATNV
GALR2 blocker = GALR2 antagonists in receptor-expressing cells, primary screen | antagonist mode | inhibition, % at 4 µM | 0.39% of 140,000 active | AID 828, 2007; in the data active means inhibition above about 27%;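 further: cells stimulated with galanin 1-16 at roughly its EC80; 0% = agonist challenge control and 100% = basal control without agonist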
Target sequence (O43603 whole entry, looked up): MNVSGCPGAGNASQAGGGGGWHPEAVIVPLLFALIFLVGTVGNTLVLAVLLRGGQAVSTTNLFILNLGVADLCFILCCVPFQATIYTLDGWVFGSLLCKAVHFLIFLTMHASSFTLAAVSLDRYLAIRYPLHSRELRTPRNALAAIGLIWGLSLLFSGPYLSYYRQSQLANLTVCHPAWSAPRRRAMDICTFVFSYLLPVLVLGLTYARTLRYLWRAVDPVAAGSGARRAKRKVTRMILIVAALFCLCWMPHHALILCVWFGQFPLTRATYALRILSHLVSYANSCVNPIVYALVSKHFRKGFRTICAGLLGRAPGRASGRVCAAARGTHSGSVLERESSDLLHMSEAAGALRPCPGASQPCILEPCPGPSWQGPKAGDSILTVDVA
Yeast lifespan up = compounds extending yeast replicative lifespan, primary screen, S. cerevisiae, OD615; S. cerevisiae growth with nicotinamide; deaD strain in restrictive glucose medium; AID 775, 2007; 0.68% of 130,000 active; inhibition of the nicotinamide effect, % at 10 µM;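 active means inhibition above a set limit, placed 3 SD over the median of all compounds, cut at about 26% in these data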;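 further: 0% = nicotinamide-treated wells and 100% = cells grown without nicotinamide; some compounds called inactive have numbers as strong as hits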
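System: Modified budding yeast, DeaD strain | Buffer or medium: Restrictive glucose medium | Also added: 1.5 mM nicotinamide | Doses: 10 µM single point, 0.25% DMSO | Schedule: 48 h compound exposure at 30 °C, humidified | Detection: Absorbance at 615 nm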
MRP1 act = H69AR viability gain despite doxorubicin, primary screen, MRP-1 activator project, H69AR cells, CellTiter-Glo; 0.61% of 140,000 active; AID 799, 2007; viability rescue; viability increase, % at 10 µM;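 active means viability gain under doxorubicin at or above a set limit, the compound median plus 3 SD, cut at about 4.7% in these data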;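 further: MRP-1 overexpressing cells given doxorubicin 25 µM after compound pretreatment; 18-22 h compound pretreatment then 72 h with doxorubicin before readout; 0% = doxorubicin-only wells and 100% = vehicle-treated cells without doxorubicin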
Yeast growth inh = growth inhibitors of yeast BB579 in restrictive medium, primary screen, yeast lifespan-shortening project, S. cerevisiae | 0.51% of 140,000 active | inhibition, % at 10 µM | OD615, 48 h | AID 804, 2007;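 active means inhibition above a set limit, 3 SD over the mean compound inhibition, cut at about 44% in these data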; further: inactives centre near -24
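System: Saccharomyces cerevisiae DeaD strain BB579, replicative lifespan model yeast | Buffer or medium: Restrictive glucose-based CSMM-D medium | Times: 4 h preincubation and 48 h exposure at 30 °C | Detection: OD615 turbidity measurement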
Phagocytosis inh = inhibitors of macrophage phagocytosis, primary screen, imaging, J774A.1 cells, IgG beads. inhibition, % at 5 µM. J774A.1 macrophage IgG-bead phagocytosis. 0.07% of 110,000 active. AID 1029, 2008;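 active means inhibition above the mean of the plate negative controls plus 5 SD, cut at about 13% in these data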;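 further: phagocytic index as fraction of beads internalized from green versus red external bead signal; plate controls were DMSO negative control for no effect and cytochalasin-D positive control for full effect; some results beyond the cut were filed as inactive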
E-sel TNF inh = E-selectin induction blockers in HUVEC – imaging, immunofluorescence, high content, primary screen | HUVEC TNFa-induced E-selectin immunofluorescence | inhibition, % at 2 µM | 0.71% of 120,000 active;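 active means inhibition above the batch mean plus 3 SD, and confirmed as a hit on visual image review, cut at about 43% in these data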;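 further: 0% = TNF-stimulated DMSO wells and 100% = unstimulated control wells; not every result past the cut was called active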
Active calls of the source: *; . = no result given.

SMILES	HCT116 bCat-KO	PTEN del growth	Measles CPE	NPY-Y2 antag	GALR2 blocker	Yeast lifespan up	MRP1 act	Yeast growth inh	Phagocytosis inh	E-sel TNF inh
COc1nc(OC)nc(N2CCC(C(=O)NCc3ccc(F)cc3)CC2)n1	101	117	14	0	8	-5	-2.4	-4	-2	.
COc1ccc2[nH]cc(C(=O)CN3CCN(C/C=C/c4ccccc4)CC3)c2c1	71	64	28	2	2	-3	-2.5	-59	0	12
CCc1ccc(NC(=O)CSc2nc3cc(C(=O)OC)ccc3c(=O)n2Cc2ccco2)cc1	93	105	11	1	5	-5	-3.1	-30	.	24
CCn1c(SCC(=O)NCc2ccco2)nnc1-c1ccc(N)cc1	91	103	20	3	9	-14	-2.8	4	2	69*
O=C(NCCCN1CCCCC1)c1ccc2c(c1)NC(=O)C(N1CCCCC1)S2 (stereo not given)	89	102	7	1	0	-2	-0.4	-16	.	.
COCCn1c(C)cc(C(=O)CSc2nnc(C)s2)c1C	98	84	15	2	8	-15	-2.3	7	1	-19
COc1ccc(Sc2nnc(Cc3ccccc3)c3ccccc23)cc1	25	19	13	6	4	-1	-6.0	-15	1	-11
O=S(=O)(NC1=NCCC1)c1cccc(NC(=S)NCCc2ccccc2)c1	85	91	4	2	-16	-4	-2.1	-44	-5	-15
CC(=O)Nc1ccc(NC(=O)/C=C/c2cccc(C(F)(F)F)c2)cc1	95	97	5	-2	4	-5	0.8	10	-7	-33
C=CCN1C(=O)/C(=C2/C(=O)N(CC(=O)O)c3ccccc32)S/C1=N/c1nccs1	101	97	4	0	-6	-7	-2.1	-3	0	0
Cc1ccc(Nc2nc3c(c(=O)[nH]c(=O)n3C)n2Cc2ccc(F)cc2)cc1	97	96	3	3	0	.	-2.0	-7	.	9
O=C(CSc1nnc(CNC(=O)c2c(F)cccc2Cl)o1)NCc1ccc2c(c1)OCO2	92	110	9	5	-7	-15	0.3	-28	0	10
O=C(CSCc1cnn(-c2ccccc2)c1-n1cccc1)NCC1CCCO1 (stereo not given)	86	95	7	4	11	-4	-0.6	-8	0	-4
Cc1ccc(CC(=O)Nc2nncs2)cc1	93	90	5	0	-2	-7	-2.1	-6	.	19
CNS(=O)(=O)c1ccc(NCC2COc3ccccc3O2)c([N+](=O)[O-])c1 (stereo not given)	87	91	22	2	-11	-6	0.2	-20	-10	.
COc1ccc(OC)c(S(=O)(=O)n2nc(C)cc2C)c1	107	100	5	-1	-8	-10	0.4	-22	-2	9
C/C(=N\Nc1nc2ccccc2[nH]1)c1ccc(C)o1	82	71	23	5	20	-4	-4.7	-15	-10	2
O=C(N/N=C/c1c(Cl)cccc1Cl)c1ccc(F)cc1	98	92	20	10	5	-4	-2.6	-28	.	-43
C=CCNC(=O)C(C(=O)OCC)C1CCCCC1 (stereo not given)	101	97	3	4	3	.	-1.6	-35	.	-27
CC(=O)NS(=O)(=O)c1ccc(NC(=O)C2c3ccccc3Oc3ccccc32)cc1	83	92	20	-3	-8	0	1.0	-26	-9	.
COC(=O)NCC(c1cccnc1)N1CCN(c2ccccc2F)CC1 (stereo not given)	94	102	18	1	4	-4	-2.9	-13	.	-6
O=C(NN=C1CCCC1)c1ccn[nH]1	94	103	5	1	17	-3	-2.3	6	22	.
COc1cc(OC)cc(C(=O)NNc2nc3cc4c(cc3s2)OCO4)c1	99	89	16	5	5	-3	-1.8	-23	.	13
CCOC(=O)CC(=O)CSc1nnc2c(n1)[nH]c1ccccc12	101	89	7	0	-2	-12	-2.1	-15	-2	.

Structural class, those above with a Cl atom.
SMILES	HCT116 bCat-KO	PTEN del growth	Measles CPE	NPY-Y2 antag	GALR2 blocker	Yeast lifespan up	MRP1 act	Yeast growth inh	Phagocytosis inh	E-sel TNF inh
O=C(CSc1nnc(CNC(=O)c2c(F)cccc2Cl)o1)NCc1ccc2c(c1)OCO2	92	110	9	5	-7	-15	0.3	-28	0	10
O=C(N/N=C/c1c(Cl)cccc1Cl)c1ccc(F)cc1	98	92	20	10	5	-4	-2.6	-28	.	-43

Continuation:
SMILES	HCT116 bCat-KO	PTEN del growth	Measles CPE	NPY-Y2 antag	GALR2 blocker	Yeast lifespan up	MRP1 act	Yeast growth inh	Phagocytosis inh	E-sel TNF inh
Cc1nc(CNS(=O)(=O)c2cc(F)ccc2F)cs1	98	97	12	2	-10	.	-1.1	17	.	10
Cc1nc2[nH]c(=O)c3c(n2n1)NC1=C(C(=O)CC(C)(C)C1)C3c1ccccc1 (stereo not given)	98	96	10	1	4	-3	-0.5	-25	0	.
Cn1c(SCC(=O)c2c(N)n(C)c(=O)n(C)c2=O)nnc1-c1ccc(F)cc1	110	100	20	2	-3	-3	-2.2	-29	-8	-30
COc1ccc(C(=O)n2c(-c3ccco3)nc3ccccc32)cc1	14	20	8	7	2	-11	-0.7	-68	.	.
O=C(O)CC(SCc1ccc(C(=O)O)o1)C(=O)O (stereo not given)	99	93	10	0	-12	-1	-1.1	6	.	-5
CN(C)C(=O)Cn1c(SCC(=O)NC2CCCCC2)nc2ccccc21	91	87	5	0	-5	-5	-1.9	0	.	7
CCOC(=O)C1=C(C)NC(SC(C)=O)=NC1c1ccc(OC(C)=O)c(OC)c1 (stereo not given)	93	101	11	1	-10	-10	-2.9	-19	-1	6
COc1cccc(NC(=O)CSc2ccccn2)c1	92	95	5	2	-9	-27	-2.9	-45	-1	.
O=C(O)c1cn(Cc2ccccc2)c2ccccc2c1=O	96	109	9	0	1	7	0.9	-10	-1	.
O=C(NCc1ccccc1F)c1cccs1	102	100	2	1	4	-7	-1.5	-33	-1	-7
CCc1nnc(NC(=O)CCC(=O)NCC2CCCO2)s1 (stereo not given)	99	106	-1	-1	10	-6	-0.8	-1	-2	-9
COc1ccccc1N1CCN(Cc2cc(Br)c(O)c3ncccc23)CC1	2.2*	2.1*	2	2	4	-16	-3.7	97*	0	12
O=C1c2[nH]nc(-c3ccccc3O)c2C(c2cccc(Cl)c2)N1CC1CCCO1 (stereo not given)	84	82	11	9	0	-10	-2.4	-36	-1	.
COC(=O)Cn1cc(C(=O)OC)cc(Br)c1=O	108	111	8	0	-14	-3	0.5	-6	0	0
CCn1cc(C(=O)NCc2ccc3c(c2)OCO3)c(=O)c2cc(S(=O)(=O)N3CCOCC3)ccc21	90	85	4	1	10	-8	-0.9	-22	-1	-2
O=P(O)(c1ccccc1)c1ccccc1O	98	98	2	1	12	-6	-0.5	-78	0	.
CCOc1cc(C2NC(=O)N(C)C(C)=C2C(=O)OC)cc(Br)c1O (stereo not given)	91	100	2	1	0	44	-0.6	-37	.	-34
Cc1cc(Cl)ccc1NC(=S)NCc1ccccc1Cl	72	61	7	2	6	1	-3.9	-6	-6	.
Cc1ccc(N(CCC(=O)O)S(=O)(=O)c2ccccc2)cc1	94	95	6	1	7	-1	-1.3	-14	-14	.
O=C(CN1CCCCCC1)N1c2ccccc2Sc2ccc(C(F)(F)F)cc21	58	60	28*	12	0	.	-0.8	-4	.	-10
COC(=O)c1cccc(NC(=O)c2ccco2)c1	108	102	17	2	4	.	0.2	-35	.	7
O=C(Nc1nc(-c2ccccc2)cs1)C1CCCCN1S(=O)(=O)c1ccc(Cl)cc1 (stereo not given)	23	25	28	1	4	-6	-5.5	-23	0	-7
CCOC(=O)C1=C(O)/C(=C\c2ccc(CNC(=O)C(=O)Nc3ccc(C)c(C)c3)o2)N=C1C	92	100	1	1	-5	-5	-0.8	-17	-1	16
c1ccc(-c2nc(NCc3cccnc3)c3ccccc3n2)cc1	76	72	2	3	-3	-17	-3.3	-3	-3	-17
CC1=C/C(=N\NC(=O)c2ccccc2)CC1	98	109	12	1	1	2	-1.1	-10	.	.
COc1ccc(-n2c(Cc3cccn3C)nnc2SCC(=O)Nc2nc(C)cs2)cc1	98	94	2	0	7	-5	-3.0	14	0	-15
COc1ccc(NC(=O)c2ccc(Br)o2)cc1	93	89	7	2	5	-6	-0.8	-34	.	.
CCCc1cc(=O)oc2c(CN3CCOCC3)c(O)ccc12	103	97	11	2	-1	-3	-2.7	0	.	.
CCOC(=O)c1[nH]c(C)c(C(=O)Nc2cc(OC)ccc2OC)c1C	18	19	14	2	-19	-14	-0.9	-11	1	26
COc1ccc(CC(=O)N2CC(=O)N(CCc3ccccc3)C(=O)C2)cc1	98	95	5	0	-5	-6	-1.4	-7	-1	.
Cc1ccccc1N1C(=O)CN(Cc2sccc2C)C1=S	81	84	15	-1	9	3	-3.9	-15	-1	1
O=C(NCc1ccncc1)C1CCCCC1	102	98	32	2	-4	-8	-1.7	6	1	-17
COc1ccc(CC(=O)OCc2nnc(C3COc4ccccc4O3)o2)cc1OC (stereo not given)	99	102	6	3	7	.	-3.1	-32	.	1
CCCn1c(Nc2ccccc2C)nc2ccccc21	84	89	27	0	0	.	-2.5	15	.	-6
CCCc1ccc(Oc2c(-c3ccc(O)c(C)c3O)n[nH]c2C)cc1	87	84	12	3	14	-15	-2.8	99*	-2	-91
CCCOc1ccc(OCCN2CCCC(C)C2)cc1 (stereo not given)	98	91	14	4	5	0	-1.7	-48	-1	14
Cc1onc(-c2ccccc2)c1C(=O)NNC(=S)NC(=O)c1ccc(Cl)cc1Cl	85	82	9	8	-5	5	-1.7	-24	-1	.
CC(C)(C)c1ccc(OC(=O)c2ccc3snnc3c2)cc1	95	95	5	-1	7	6	1.6	-18	-12	.
Cc1cc(S(=O)(=O)Nc2c(C)ccc3nsnc23)ccc1F	82	83	12	5	19	6	-1.8	-64	-2	7
CC1=C(C(=O)OC(C)C)C(c2cccnc2)C2=C(CCCC2=O)N1 (stereo not given)	97	99	11	1	-9	-8	0.0	-29	-1	.
Cc1cc(Cl)ccc1OCC(=O)NCCOC(=O)Nc1sc(=S)n(C)c1C	79	80	.	5	-9	4	-0.9	-18	-11	.
Cc1cc(C)cc(NS(=O)(=O)c2ccc3[nH]c(=O)[nH]c3c2)c1	85	94	19	-1	3	-14	-0.6	-55	.	14
CS(=O)(=O)N1CCN(c2ccc(NC(=O)C(c3ccccc3)c3ccccc3)cc2)CC1	93	84	12	-1	-10	.	-2.9	-35	.	8
CC(C)CNC(=O)c1cc(-c2ccco2)on1	99	97	3	4	10	-24	-4.6	-8	.	-12
O=C(Nc1ccccc1-c1nnc(SCc2ccccc2Cl)o1)c1ccccc1	89	105	6	-1	0	-6	3.4	-16	0	-21
Cc1oc2c(c1C(=O)c1ccccc1)C(=O)C(=O)c1ccccc1-2	1.2*	1.5*	-1	1	8	-24	-5.2	1	.	-10
O=S(=O)(NCCC1=CCCCC1)c1cccc(S(=O)(=O)N2CCOCC2)c1	79	79	5	1	0	3	-1.4	-39	0	-10
